Bioassay records as filed in PubChem.
GALR2 antag = GALR2 antagonists in receptor-expressing cells, primary screen | antagonist mode | inhibition, % at 4 µM | Galanin receptor type 2 (Homo sapiens), O43603 | actives 0.39% (n = 140,000) | AID 828, 2007; in the data active = inhibition above about 27%;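 also: cells stimulated with galanin 1-16 at roughly its EC80; 0% = agonist challenge control and 100% = basal control without agonist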
Target sequence (O43603 whole entry, looked up): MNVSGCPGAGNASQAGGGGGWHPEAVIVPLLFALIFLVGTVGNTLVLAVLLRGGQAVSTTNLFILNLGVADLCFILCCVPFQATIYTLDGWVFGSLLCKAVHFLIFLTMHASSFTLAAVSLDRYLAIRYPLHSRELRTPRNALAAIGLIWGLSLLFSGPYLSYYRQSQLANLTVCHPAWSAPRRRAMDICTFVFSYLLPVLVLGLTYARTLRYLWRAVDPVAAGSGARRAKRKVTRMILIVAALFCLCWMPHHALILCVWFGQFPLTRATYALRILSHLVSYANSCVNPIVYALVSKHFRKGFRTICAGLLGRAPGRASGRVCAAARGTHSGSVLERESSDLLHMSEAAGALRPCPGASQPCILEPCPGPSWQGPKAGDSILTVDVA
MRP1 act = H69AR viability gain despite doxorubicin, primary screen, MRP-1 activator project, H69AR cells, CellTiter-Glo; viability rescue; viability increase, % at 10 µM; actives 0.61% (n = 140,000); AID 799, 2007;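 active = viability gain under doxorubicin at or above a set limit, the compound median plus 3 SD, cut at about 4.7% in these data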;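 also: MRP-1 overexpressing cells given doxorubicin 25 µM after compound pretreatment; 18-22 h compound pretreatment then 72 h with doxorubicin before readout; 0% = doxorubicin-only wells and 100% = vehicle-treated cells without doxorubicin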
Phagocytosis inh = inhibitors of macrophage phagocytosis, primary screen, imaging, J774A.1 cells, IgG beads. J774A.1 macrophage IgG-bead phagocytosis. actives 0.07% (n = 110,000). inhibition, % at 5 µM. AID 1029, 2008;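 active = inhibition above the mean of the plate negative controls plus 5 SD, cut at about 13% in these data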;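 also: phagocytic index as fraction of beads internalized from green versus red external bead signal; plate controls were DMSO negative control for no effect and cytochalasin-D positive control for full effect; some results beyond the cut were filed as inactive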
PTEN del growth = growth suppression of PTEN-null HCT116, primary screen, cell-based, CellTiter-Glo. HCT116 PTEN-null viability, 60 h; active compounds read low. viability, % at 10 µM. actives 1.2% (n = 140,000). AID 827, 2007;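 active = viability at or below a set limit, 4 SD under the median of all tested compounds, cut at about 3.7% in these data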;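 also: PTEN knockout HCT116 line with beta catenin targeted HCT116 as companion control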
BB579 growth dn = growth inhibitors of yeast BB579 in restrictive medium, primary screen, yeast lifespan-shortening project, S. cerevisiae; OD615, 48 h; inhibition, % at 10 µM; actives 0.51% (n = 140,000); AID 804, 2007;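 active = inhibition above a set limit, 3 SD over the mean compound inhibition, cut at about 44% in these data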; also: inactives centre near -24
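System: DeaD yeast strain BB579; buffer or medium: CSMM-D dextrose restrictive medium; technique: OD at 615 nm; schedule: 4 h cell preincubation, 48 h compound exposure, 30 °C humidified; doses: single 10 µM dose; controls: amphotericin B 10 µg/mL, positive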
Yeast life ext = compounds extending yeast replicative lifespan, primary screen, S. cerevisiae, OD615 | AID 775, 2007 | inhibition of the nicotinamide effect, % at 10 µM | actives 0.68% (n = 130,000) | S. cerevisiae growth with nicotinamide; deaD strain in restrictive glucose medium;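 active = inhibition above a set limit, placed 3 SD over the median of all compounds, cut at about 26% in these data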;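 also: 0% = nicotinamide-treated wells and 100% = cells grown without nicotinamide; some compounds called inactive have numbers as strong as hits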
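Test system – modified budding yeast, DeaD strain · Compound – single dose 10 µM compound, 0.25% DMSO · Times – culture preincubation 4 h, compound exposure 48 h, both 30 °C · Detection – optical density (absorbance) at 615 nm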
Measles CPE = compounds protecting cells from measles virus cytopathic effect, primary screen, measles RdRp inhibitor project, single point, MLSMR library, absorbance. AID 841, 2007. protection (pct of control), % at 4 µM. actives 1.5% (n = 140,000). Measles virus-infected cells, CPE protection; in the data active = protection mostly above about 24%, no sharp cut-off; inactive = mostly below about 26%; also: some compounds called inactive have numbers as strong as hits
bCat KO growth = primary screen for growth suppressors in beta-catenin knockout HCT116 cells (colon tumor, human); HCT116 beta-catenin knockout viability, CellTiter-Glo, 60 h; active compounds read low; viability, % at 10 µM; actives 1.5% (n = 140,000); AID 818, 2007;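 active = viability at or under a set limit, the compound median less 4 SD, cut at about 6% in these data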;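 also: 0% = Hyamine 1622 control at 20 µM and 100% = untreated cell control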
E-sel TNF inh = E-selectin induction blockers in HUVEC – imaging, immunofluorescence, high content, primary screen; HUVEC TNFa-induced E-selectin immunofluorescence; inhibition, % at 2 µM; actives 0.71% (n = 120,000); AID 1246, 2008;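 active = inhibition above the batch mean plus 3 SD, and confirmed as a hit on visual image review, cut at about 43% in these data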;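 also: 0% = TNF-stimulated DMSO wells and 100% = unstimulated control wells; not every result past the cut was called active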
NPY Y2 blocker = NPY-Y2 receptor antagonists, primary screen, cell-based; Neuropeptide Y receptor type 2 (Homo sapiens), P49146; NPY-Y2 expressing cells, antagonist mode; inhibition, % at 2.7 µM; actives 0.99% (n = 140,000); in the data active = inhibition above about 17%;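 also: 0% = vehicle with agonist challenge and 100% = reference antagonist with challenge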
Target sequence (P49146 whole entry, looked up): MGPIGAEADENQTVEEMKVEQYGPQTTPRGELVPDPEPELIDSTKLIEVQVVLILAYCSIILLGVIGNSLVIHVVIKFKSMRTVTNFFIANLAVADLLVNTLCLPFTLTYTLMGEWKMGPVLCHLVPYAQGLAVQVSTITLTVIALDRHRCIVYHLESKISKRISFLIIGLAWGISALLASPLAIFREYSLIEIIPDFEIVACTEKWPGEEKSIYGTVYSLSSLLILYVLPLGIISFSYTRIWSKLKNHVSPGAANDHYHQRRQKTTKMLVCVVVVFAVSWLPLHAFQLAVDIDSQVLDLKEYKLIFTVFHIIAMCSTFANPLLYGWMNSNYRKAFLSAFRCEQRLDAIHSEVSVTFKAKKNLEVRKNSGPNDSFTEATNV
An asterisk follows results filed as active; · = no result given.

SMILES | GALR2 antag | MRP1 act | Phagocytosis inh | PTEN del growth | BB579 growth dn | Yeast life ext | Measles CPE | bCat KO growth | E-sel TNF inh | NPY Y2 blocker
Cc1ccc(S(=O)(=O)/N=C2\CN(C)C(=O)N2C)cc1 | 0.3 | -1.1 | -2.0 | 106.5 | -59.4 | 5.2 | 10.1 | 102.8 | 10.9 | 2.0
CCN(CC)C(=O)CSc1nnc(-c2cccc(OC)c2)o1 | 5.7 | 0.1 | 1.6 | 101.2 | -1.4 | -8.7 | 8.0 | 98.3 | -15.0 | 3.8
COC(=O)C1=NN(N=O)C2(CC(=O)N(c3cc(C)cc(C)c3)C2=O)C1 (centres undefined) | -8.3 | -1.1 | -1.0 | 87.5 | -45.7 | -22.9 | 10.2 | 79.2 | -23.9 | 3.1
Cc1ccc(S(=O)(=O)NCCc2ccccc2)cc1 | -6.7 | -2.0 | 0.0 | 100.0 | -26.5 | -3.9 | 12.9 | 103.0 | 15.8 | 6.6
Cc1cc(C)c2[nH]c(=O)c(CN(CC3CCCO3)C(=S)NCc3ccco3)cc2c1 (centres undefined) | 6.6 | -0.8 | -10.8 | 99.3 | -40.5 | -1.3 | 10.4 | 86.9 | · | 5.8
CC(=O)Nc1nonc1NC(=O)CSc1ccccn1 | -2.0 | -1.9 | 0.8 | 96.6 | -5.6 | -3.6 | 16.8 | 97.2 | 30.9 | 1.9
O=C(Nc1ccn(Cc2ccccc2F)n1)c1ccc(COc2ccc(Cl)cc2Cl)o1 | -7.2 | 10.6* | 1.3 | 47.7 | -18.6 | 2.2 | 20.4 | 35.5 | 3.6 | 1.8
Cc1ccc(S(=O)(=O)N2CCC(C(=O)Nc3nnc(-c4ccco4)s3)CC2)cc1 | -11.8 | -1.6 | -2.4 | 99.7 | -42.1 | -7.2 | 17.1 | 91.6 | · | 0.4
O=C(c1cc2nc(-c3ccco3)cc(C(F)(F)F)n2n1)N1CCN(c2ccccc2)CC1 | 4.0 | -1.1 | -0.5 | 88.0 | -25.8 | -20.2 | 7.1 | 93.8 | · | 1.2
Cc1cc(C)cc(N2C(=O)C3C4C=CC(C4)C3C2=O)c1 (centres undefined) | -13.1 | -1.8 | -3.3 | 93.3 | -28.8 | 11.7 | 3.5 | 95.6 | 7.2 | 3.6
COc1ccccc1CN1CC(C(=O)NCC2CCCO2)CC1=O (centres undefined) | -7.6 | -0.3 | · | 93.7 | -26.6 | -14.1 | 7.3 | 87.2 | -15.2 | 2.0
Cc1ccc(OCCSc2ncnc3nc[nH]c23)cc1 | 13.1 | -0.1 | 0.0 | 73.7 | -18.4 | -16.6 | 0.9 | 86.3 | 10.4 | 3.3
COc1cc(C(=O)N(Cc2ccc(F)cc2)C2CCS(=O)(=O)C2)cc(OC)c1OC (centres undefined) | -1.9 | -4.0 | -0.5 | 100.4 | -16.7 | -3.8 | 3.3 | 101.9 | -14.1 | 0.7
COc1ccc(C2(C(=O)NC(C)C)CCCC2)cc1OC | 8.5 | -0.5 | 3.7 | 98.0 | -16.5 | -13.5 | 6.5 | 101.6 | -4.7 | 1.8
NC(=S)N/N=C/c1ccccc1OCCSc1ccc(Cl)cc1 | 0.4 | -4.0 | 1.8 | 42.7 | 0.3 | -4.2 | 11.3 | 29.3 | · | 2.3
O=C(N/N=C/c1cccs1)C1COc2ccccc2O1 (centres undefined) | 5.2 | -1.0 | 2.3 | 78.7 | -35.3 | -13.6 | 8.1 | 81.3 | -15.3 | 1.3
O=c1c2ccccc2c(C=NCCO)c(O)n1-c1ccccc1 | -4.3 | -0.7 | -0.3 | 109.1 | -25.8 | -6.8 | 3.1 | 104.6 | · | 3.8
Cc1sc2ncnc(N3CCOCC3)c2c1C | 0.5 | -0.3 | · | 94.3 | -27.8 | -15.0 | 8.3 | 97.6 | -59.8 | 0.6
Cc1nc2nc(-c3ccccc3)[nH]n2c(=O)c1Cc1ccccc1 | -3.7 | -4.2 | 2.0 | 94.3 | -25.2 | -12.2 | 11.0 | 94.4 | 12.3 | -0.5
O=C(O)COCc1nc2ccccc2[nH]1 | 13.0 | -0.9 | -0.8 | 94.7 | -12.6 | 1.7 | 10.8 | 96.7 | 7.7 | 2.9
O=C(N/N=C\c1ccc(Cl)cc1)c1sccc1-n1cccc1 | 8.9 | -1.1 | · | 87.0 | -18.0 | -12.7 | 27.3 | 96.0 | -3.5 | 2.7
CCCC(O)(CCN(C)C)c1ccc(OC)cc1 (centres undefined) | -3.1 | -1.9 | 1.0 | 103.3 | -17.6 | -4.3 | 3.6 | 99.2 | 31.6 | 4.2
Cc1ccccc1CSCCNC(=O)CN(c1ccc2c(c1)OCO2)S(C)(=O)=O | 4.2 | 0.7 | -1.5 | 89.4 | -35.8 | -0.2 | 6.6 | 95.6 | -30.8 | 1.9
COc1cccc2cc3c(=O)n(-c4ccccc4)nc-3oc12 | 10.4 | -5.2 | 0.1 | 88.2 | -7.0 | -1.4 | 3.8 | 87.8 | -14.8 | 1.5
O=C(c1cnc2c(c1)COc1ccc(Cl)cc1-2)c1ccccc1O | -5.1 | 0.1 | · | 91.9 | -49.9 | · | 15.4 | 78.4 | -34.5 | 3.7
O=C(c1cccnc1)N1CCN(Cc2cccc(F)c2)CC1 | 5.5 | -2.7 | -1.2 | 90.7 | 7.9 | -8.8 | 3.2 | 92.4 | 20.7 | 0.6
COc1cccc(CNC(=O)C2=C(C)C(=O)OC23CCC(C)CC3)c1 (centres undefined) | 3.8 | -0.9 | 1.2 | 108.7 | -41.4 | -6.7 | 2.4 | 109.2 | 9.0 | -0.5
c1cnc(Nc2nc(-c3ccc4ccccc4c3)cs2)nc1 | -8.8 | -0.4 | · | 99.4 | -25.2 | -8.9 | 4.9 | 102.8 | 6.5 | -0.5
O=C(CSc1nc2ccccc2s1)N1CCCCC1 | 6.9 | -1.1 | · | 110.3 | -47.8 | -9.9 | 11.4 | 88.2 | -54.6 | 9.9
COc1ccc(C2CC(c3ccc(OC)cc3)n3nc(NC(=O)c4cccs4)nc3N2)cc1 (centres undefined) | -1.6 | 3.6 | -3.3 | 76.7 | -15.1 | -9.0 | 2.9 | 78.4 | -2.2 | 4.0
COc1cc(C)c(Cl)cc1S(=O)(=O)n1cnc2ccccc21 | -10.6 | 0.2 | -1.7 | 103.2 | -73.3 | 2.3 | 15.2 | 96.4 | 9.2 | 0.6
CSc1cnc2c(=O)n(C)c(=O)[nH]c2n1 | 11.5 | -1.6 | -3.7 | 97.1 | -35.5 | -0.2 | 19.0 | 94.3 | 9.5 | 1.5
CCc1nc2ccccc2c(C(=O)OCCN2C(=O)c3ccccc3C2=O)c1C | 1.2 | -2.3 | -0.7 | 91.4 | -20.6 | -12.3 | 30.3 | 82.3 | -9.7 | 3.3
O=C(c1ccc(Cl)c(Cl)c1)N1CCC(=O)N(C(COCc2ccc(Cl)cc2)Cc2ccccc2)CC1 (centres undefined) | -21.2 | -3.4 | · | 63.5 | -20.0 | 6.9 | 25.0 | 69.5 | -23.6 | 6.6
CCN(CC)c1ccc(/C=N/NC(=O)CN2CCCc3ccccc32)cc1 | -7.8 | -1.4 | -7.1 | 84.5 | -10.0 | -4.4 | 45.0 | 79.7 | · | -1.9
COc1ccccc1NC(=O)CN(C)S(=O)(=O)c1ccc(F)cc1 | -4.6 | 1.7 | -1.2 | 104.5 | -13.8 | -9.0 | 2.0 | 109.7 | -33.7 | 0.7

The list goes on; it opens with the three that closed the last part.
SMILES | GALR2 antag | MRP1 act | Phagocytosis inh | PTEN del growth | BB579 growth dn | Yeast life ext | Measles CPE | bCat KO growth | E-sel TNF inh | NPY Y2 blocker
O=C(c1ccc(Cl)c(Cl)c1)N1CCC(=O)N(C(COCc2ccc(Cl)cc2)Cc2ccccc2)CC1 (centres undefined) | -21.2 | -3.4 | · | 63.5 | -20.0 | 6.9 | 25.0 | 69.5 | -23.6 | 6.6
CCN(CC)c1ccc(/C=N/NC(=O)CN2CCCc3ccccc32)cc1 | -7.8 | -1.4 | -7.1 | 84.5 | -10.0 | -4.4 | 45.0 | 79.7 | · | -1.9
COc1ccccc1NC(=O)CN(C)S(=O)(=O)c1ccc(F)cc1 | -4.6 | 1.7 | -1.2 | 104.5 | -13.8 | -9.0 | 2.0 | 109.7 | -33.7 | 0.7
O=C(/C=C/c1cc([N+](=O)[O-])ccc1OC(F)F)Nc1cccc2ccccc12 | 0.1 | 1.8 | -4.7 | 77.6 | 5.6 | -5.2 | 15.6 | 77.3 | -3.4 | -1.2
COc1cc(/C=N/NC(=O)c2ccc(F)cc2)ccc1OC(=O)c1ccco1 | -4.5 | 0.6 | 5.9 | 97.8 | 12.0 | -5.9 | 4.3 | 94.4 | · | -1.0
Cc1ccc2[nH]c(=O)c(CN(CCCN3CCOCC3)C(=O)Nc3cccc(Cl)c3)cc2c1 | -14.1 | -3.0 | -9.0 | 33.4 | -45.3 | 8.3 | 7.3 | 39.8 | -1.8 | 7.7
Cn1cccc1Cc1nnc(SCC(=O)NCC2CCCO2)n1CCc1ccccc1 (centres undefined) | 0.3 | -1.7 | 2.7 | 90.5 | -3.1 | -8.3 | 2.0 | 99.8 | · | -2.4
COc1ccc(NS(=O)(=O)c2cc(C)ccc2C)cc1 | -5.7 | -4.5 | 0.4 | 11.5 | -14.5 | -5.9 | 10.8 | 7.7 | 17.5 | 3.9
C=CCNc1nc(-c2ccc(O)c(C(N)=O)c2)cs1 | -16.3 | -1.0 | 0.7 | 80.4 | -11.1 | -20.9 | 8.2 | 87.5 | -6.6 | 2.4
CCOc1ccc(OCCCCn2ccnc2)cc1 | 6.4 | -0.5 | -4.9 | 98.0 | -12.9 | 9.8 | 4.2 | 75.4 | -11.1 | 1.7
COc1ccc(C(=O)CSc2nnc(-c3ccc(C)cc3)o2)cc1 | -3.1 | -3.0 | -0.8 | 92.1 | -24.4 | -5.4 | 4.4 | 90.7 | 13.1 | 3.2
Cc1cc(C(=O)CSc2nncs2)c(C)n1-c1c(C)n(C)n(-c2ccccc2)c1=O | -1.5 | -0.6 | -0.6 | 96.6 | -2.8 | -10.7 | 7.1 | 100.2 | -15.7 | 2.2
CCn1cc(C(=O)NCC2CCCO2)c(=O)c2cc(S(=O)(=O)N(C)C)ccc21 (centres undefined) | 3.6 | -3.1 | · | 83.5 | -15.5 | -1.4 | 1.6 | 80.9 | · | -0.5
COCc1cc(C)nc(OCC(=O)N/N=C/c2ccc(O)cc2)c1C#N | 2.8 | -2.8 | -5.6 | 84.5 | -35.9 | 2.1 | 6.3 | 99.0 | 14.2 | 2.6
Cc1c(Cl)c([N+](=O)[O-])nn1CCCC(=O)Nc1cccc(Cl)c1Cl | 3.7 | -2.0 | -6.7 | 93.9 | 2.8 | -7.2 | 25.9 | 91.9 | · | 4.1

This is a random part of the collection (roughly 6.1% active in at least one column).
